# Bioassay records from PubChem BioAssay.
# RBX1-CUL1 inh – inhibitors of human ROC1-CUL1 ubiquitin ligase activity | P62877+Q13616 | in vitro K48 di-Ub FRET, acceptor:donor ratio, 45 min | inhibition, % at 10 µM | actives 0.6% (n = 140,000) | AID 1347404; in the data active means inhibition above about 25%
# Target sequence (P62877 whole entry, looked up): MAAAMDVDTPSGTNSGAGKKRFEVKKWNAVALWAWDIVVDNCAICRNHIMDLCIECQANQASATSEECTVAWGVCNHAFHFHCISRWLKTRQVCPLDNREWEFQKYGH
# Target sequence (Q13616 whole entry, looked up): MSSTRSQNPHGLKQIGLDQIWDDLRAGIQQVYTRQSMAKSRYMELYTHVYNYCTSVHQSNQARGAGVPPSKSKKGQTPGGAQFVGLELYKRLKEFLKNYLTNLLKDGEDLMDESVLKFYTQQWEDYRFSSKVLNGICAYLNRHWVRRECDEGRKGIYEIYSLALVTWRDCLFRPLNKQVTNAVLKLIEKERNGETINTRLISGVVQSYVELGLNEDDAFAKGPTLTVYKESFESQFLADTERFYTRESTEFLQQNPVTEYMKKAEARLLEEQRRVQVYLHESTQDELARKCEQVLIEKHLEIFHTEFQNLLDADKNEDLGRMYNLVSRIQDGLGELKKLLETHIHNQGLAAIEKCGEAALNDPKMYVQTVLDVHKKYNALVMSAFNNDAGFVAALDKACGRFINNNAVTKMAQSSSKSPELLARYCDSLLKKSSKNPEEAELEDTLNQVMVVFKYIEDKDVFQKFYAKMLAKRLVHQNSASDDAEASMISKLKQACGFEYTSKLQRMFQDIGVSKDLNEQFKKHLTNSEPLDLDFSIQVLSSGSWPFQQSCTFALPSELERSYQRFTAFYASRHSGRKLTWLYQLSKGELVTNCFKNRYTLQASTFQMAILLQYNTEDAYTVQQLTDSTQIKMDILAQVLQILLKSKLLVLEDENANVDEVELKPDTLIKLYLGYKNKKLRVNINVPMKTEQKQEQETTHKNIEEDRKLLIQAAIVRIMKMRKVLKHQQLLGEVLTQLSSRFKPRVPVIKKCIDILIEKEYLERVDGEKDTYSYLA
# Starred values were filed as active, the others as inactive. Only part of the results is shown, so the mix of outcomes need not match the whole.
smiles	RBX1-CUL1 inh
Cc1ncsc1CCC(=O)N(C)C1CCCN(C2Cc3ccccc3C2)C1 (configuration not stated)	7
Cc1cccc(CSc2cn(CC(=O)N3CCOCC3)c3ccccc23)c1	-10
CC1=CCC2(C(=O)OC(C)(C)OC2=O)C(c2ccc(F)cc2)C1 (configuration not stated)	3
COc1ccccc1N1CCN(S(=O)(=O)c2c(C)sc3ncn(CC(=O)Nc4cccc(Cl)c4)c(=O)c23)CC1	-16
Fc1ccc(Cc2nn3c(-c4cccc(C(F)(F)F)c4)nnc3s2)cc1	5
COc1ccccc1/C=C/c1nc(C#N)c(N2CCN(c3ccccc3)CC2)o1	5
Cc1cccc2c1[nH]c1nc(N/N=C\c3ccc(OCc4ccccc4)cc3)nnc12	-2
Cc1nc(CN2CCN(C(=O)c3cn(CCCc4ccccc4)nn3)CC2)cs1	0
CCNC(=O)c1ccccc1NC(=O)c1ccc(C(C)C)cc1	-2
O=C(Nc1ccc(Cl)cc1)C1CCN(C(=O)c2ccccc2F)CC1	-1
O=C(c1cn(C2CCCCC2)nn1)N1CCCC1	-2
COc1ccc(NC(=O)C(C)n2nnc3sc(-c4ccccc4)cc3c2=O)cc1Cl (configuration not stated)	0
Cc1ccc(Oc2ncccc2CNS(=O)(=O)c2ccc(C)s2)cn1	8
CCOc1cnc(-c2ccccc2)[nH]c1=O	-5
CC(C)CN(C)c1ccc(C(=O)N2CCC(CN3CCCC3=O)CC2)cn1	-12
N#C/C(=C/c1ccc(OCc2ccccc2)cc1)c1nc(-c2cc3ccccc3oc2=O)cs1	-7
O[C@@H]1CN(Cc2cccc(Cn3cccn3)c2)CC[C@H]1N1CCCCCC1	6
Cc1cccc(NC(=O)c2sc3nc4c(cc3c2N)CCCC4)c1	-4
Oc1c(I)cc(I)cc1C1c2sc3ccccc3c2Oc2c1sc1ccccc21	7
CCOC(=O)C(CC)Oc1ccc2c(=O)c(Oc3ccccc3Br)coc2c1 (configuration not stated)	-7
CCOc1ccc(NC(=O)Cn2cc(C(=O)c3ccc(C)c(C)c3)c(=O)c3cc(OC)c(OC)cc32)cc1	3
O=C(O)c1cccc(CN2C(=O)SC(Nc3ccc(Cl)cc3)C2=O)c1 (configuration not stated)	-6
Cc1ccccc1OCc1nnc(SCC2=Nc3c(ccc(C)c3C)C(=O)C2)n1C	6
O=C(CCCOc1ccc(Cl)cc1Cl)NNS(=O)(=O)c1ccc(Cl)cc1	-8
Cc1nn(CCCC(=O)NCCc2ccc(Cl)cc2)c(=O)c2c1sc1ccccc12	3

# 19 of the compounds above, with values ahead of the structure:
RBX1-CUL1 inh | SMILES
7 | Cc1ncsc1CCC(=O)N(C)C1CCCN(C2Cc3ccccc3C2)C1 (configuration not stated)
-10 | Cc1cccc(CSc2cn(CC(=O)N3CCOCC3)c3ccccc23)c1
3 | CC1=CCC2(C(=O)OC(C)(C)OC2=O)C(c2ccc(F)cc2)C1 (configuration not stated)
-16 | COc1ccccc1N1CCN(S(=O)(=O)c2c(C)sc3ncn(CC(=O)Nc4cccc(Cl)c4)c(=O)c23)CC1
5 | Fc1ccc(Cc2nn3c(-c4cccc(C(F)(F)F)c4)nnc3s2)cc1
5 | COc1ccccc1/C=C/c1nc(C#N)c(N2CCN(c3ccccc3)CC2)o1
-2 | Cc1cccc2c1[nH]c1nc(N/N=C\c3ccc(OCc4ccccc4)cc3)nnc12
0 | Cc1nc(CN2CCN(C(=O)c3cn(CCCc4ccccc4)nn3)CC2)cs1
-2 | CCNC(=O)c1ccccc1NC(=O)c1ccc(C(C)C)cc1
-1 | O=C(Nc1ccc(Cl)cc1)C1CCN(C(=O)c2ccccc2F)CC1
-2 | O=C(c1cn(C2CCCCC2)nn1)N1CCCC1
0 | COc1ccc(NC(=O)C(C)n2nnc3sc(-c4ccccc4)cc3c2=O)cc1Cl (configuration not stated)
8 | Cc1ccc(Oc2ncccc2CNS(=O)(=O)c2ccc(C)s2)cn1
-5 | CCOc1cnc(-c2ccccc2)[nH]c1=O
-12 | CC(C)CN(C)c1ccc(C(=O)N2CCC(CN3CCCC3=O)CC2)cn1
-7 | N#C/C(=C/c1ccc(OCc2ccccc2)cc1)c1nc(-c2cc3ccccc3oc2=O)cs1
6 | O[C@@H]1CN(Cc2cccc(Cn3cccn3)c2)CC[C@H]1N1CCCCCC1
-4 | Cc1cccc(NC(=O)c2sc3nc4c(cc3c2N)CCCC4)c1
7 | Oc1c(I)cc(I)cc1C1c2sc3ccccc3c2Oc2c1sc1ccccc21

# Going on with the list.
smiles	RBX1-CUL1 inh
COc1ccc(OCC(O)CN2CCC(O)CC2)c(CNCCn2cccn2)c1 (configuration not stated)	15
CCOc1ccc(Br)cc1C(=O)Nc1cc(C(=O)O)cc(C(=O)O)c1	0
Cc1ccc(NC(=O)CN2C(=O)S/C(=C\c3cn(Cc4ccccc4C#N)c4ccccc34)C2=O)cc1	-5
CCc1noc(C)c1C(=O)Nc1ccccc1Oc1ccccc1	10
COc1ccc(N2CCN(C(=O)c3cn(-c4ccccc4)nc3-c3ccccc3)CC2)cc1	5
CCN(Cc1nccn1C)C(=O)c1ccc(NCc2cnc(C)cn2)nc1	-3
COc1ccc(C2Nc3ccccc3C(=O)N2O)cc1CSc1nc(C(F)F)cc(C)c1C#N (configuration not stated)	-14
O=C(O)CCC(=O)N1N=C(c2cccs2)CC1c1ccccc1F (configuration not stated)	8
COc1cc2c(cc1C)/C(=N/OC(=O)c1ccccc1I)CCC2	-6
COc1ccc(CCNC(=O)OC(C)(C)C)cc1OC	-6
O=C(N/N=C/c1cc2c(cc1[N+](=O)[O-])OCO2)c1ccc([N+](=O)[O-])cc1	-4
CCc1ccc(OC(=O)COc2ccccc2Cl)c(Br)c1	-1
NC(=O)c1cnn2c1NC(c1cccs1)CC2C(F)(F)F (configuration not stated)	6
CC1CCCN(S(=O)(=O)c2ccc(NC(=O)C(C)(C)C)cc2)C1 (configuration not stated)	3
Cc1cccc(CSc2nc3ccccc3c(=O)n2-c2ccccc2)c1	5
CCOC(=O)c1c(-c2cccs2)csc1NC(=O)CSc1nc2sc3c(c2c(=O)n1-c1ccccc1)CCCCC3	0
Cc1ccc(-c2nnc(Nc3ccc(Br)cc3)c3ccccc23)cc1S(=O)(=O)N1CCCCC1	5
CC(Nc1ncnc2c1oc1ccccc12)c1ccccc1 (configuration not stated)	8
Cc1ccc(-c2cn3c(n2)sc2cc(C(=O)N4CCCCC4)ccc23)cc1	0
Cn1ncc(NC(=O)Cn2nnc(C3(c4ccccc4)CCOCC3)n2)n1	7
CC(C)C(=O)N1CCCC1C(=O)Nc1ccc(-c2nc3ccccc3o2)cc1 (configuration not stated)	-9
O=C(NCCCN1CCN(c2ccccc2F)CC1)c1sc2ncccc2c1-n1cccc1	0
COc1cccc(-c2nn[nH]n2)c1O	6
Cc1cc(C)c(NC(=O)Cn2c(SCC(=O)NCc3ccccc3)nc3ccccc32)c(C)c1	1
Cc1ccc(Cn2c(SCc3ccc(C(=O)O)cc3)nc3cccnc32)cc1	8

# (list continues)
smiles	RBX1-CUL1 inh
CC1(C)CC(N2CN(C3CCCCC3)CC2=O)CC(C)(C)N1	-2
Cc1nn(C(=O)c2ccc(Cl)cc2)c(C)c1Cl	-12
O=C(Cc1ccc(Cl)cc1Cl)NCCN1CCCCC1	13
CCn1cc(Cl)c(C(=O)Nc2nc3ccccc3n2CCN2CCCCC2)n1	1
COc1ccc(OC)c(NC(=O)c2nc(SCc3ccccc3F)ncc2Cl)c1	3
Cc1ccccc1S(=O)Cc1ccc(C(=O)N2CCN(c3cccc(C)c3C)CC2)o1 (configuration not stated)	-7
Cn1c(SCc2ccc(F)cc2)nc2ccc(C(=O)NCc3ccc(F)cc3)cc21	6
O=C(CSc1nnc(-c2ccccc2F)o1)Nc1cccc(C(F)(F)F)c1	-3
COc1ccc(-c2ccc3c(N)c(C(=O)Nc4ccc(Cl)c(C(F)(F)F)c4)sc3n2)cc1	-7
COc1ccc(C)cc1NC(=O)c1c2c(nc3ccccc13)C(=O)N(C1CCCCC1)C2	6
O=C1c2cccn2CC1Cc1ccccc1 (configuration not stated)	9
CCCCc1ncc(CN2CCc3onc(-c4ccccc4F)c3C2)[nH]1	-4
O=C(COc1ccccc1Cl)NCc1cn(-c2ccccc2)nc1-c1ccccc1	0
Cc1ncc2c(c1-c1noc(Cc3ccc(N4CCNC4=O)cc3)n1)CCNC2	-1
Fc1ccc(-c2nc3sc(-c4ccc(F)cc4)nc3s2)cc1	6
Cc1ccc(CCC(=O)NC(C)(C)C)cc1	-3
CNC(=O)/C(C#N)=N/Nc1cccc(C(N)=O)c1	-7
O=C(Nc1cccc(C(F)(F)F)c1)C1CCN(S(=O)(=O)c2cccs2)CC1	4
Cc1cc(OCc2nc3c4c5c(sc4ncn3n2)C(C)(C)NC(C)(C)C5)c(C(C)C)cc1Cl	3
CSCC(=O)NC(C)c1cnn(-c2ccccc2C)c1C (configuration not stated)	8
COc1ccc(S(=O)(=O)NCC(c2ccco2)N2CCN(c3ccccc3F)CC2)cc1OC (configuration not stated)	6
Cc1ccc(N2C(=N)C(C#N)C(c3ccc(N(C)C)cc3)C3=C2CCCC3=O)cc1 (configuration not stated)	-5
CCc1nc2cc(C(=O)N(C)C3CCCCC3)cc(NC(=O)c3ccccc3OC)c2n1C	-7
O=C(CC(c1ccccc1)c1ccc2c(c1)OCO2)N1CCC(N2CCCC2)CC1 (configuration not stated)	8
c1ccc2c(NC3CCCCC3)nc(CN3CCCC3c3nccs3)nc2c1 (configuration not stated)	3

# Brought forward from above: four entries; new compounds follow.
smiles	RBX1-CUL1 inh
Cc1ccc(N2C(=N)C(C#N)C(c3ccc(N(C)C)cc3)C3=C2CCCC3=O)cc1 (configuration not stated)	-5
CCc1nc2cc(C(=O)N(C)C3CCCCC3)cc(NC(=O)c3ccccc3OC)c2n1C	-7
O=C(CC(c1ccccc1)c1ccc2c(c1)OCO2)N1CCC(N2CCCC2)CC1 (configuration not stated)	8
c1ccc2c(NC3CCCCC3)nc(CN3CCCC3c3nccs3)nc2c1 (configuration not stated)	3
Cc1ccccc1S(=O)(=O)Cc1ccc(C(=O)NCCc2ccccc2)o1	-3
CCOc1ccc(NC(=O)C(=O)NCc2ccco2)cc1	6
COc1ccc(CN2CCNC(=O)C2CC(=O)NC2CCC2)c(OC)c1 (configuration not stated)	5
O=C(C1CCC1)N1CCc2cc(S(=O)(=O)NCc3ccc(F)cc3)ccc21	-7
Cc1ccc(NC(=O)CN2C(=O)CC(c3ccc(F)cc3)=Nc3ccccc32)cc1F	-2
N#CC1C(N)=Nc2oc(-c3ccccc3)nc2C1c1cccs1 (configuration not stated)	3
COc1ccc(-c2cc(C)no2)cc1S(=O)(=O)NC(C)C	9
COc1ccc(-c2cc3n(n2)C(=O)CC(N)=N3)cc1	-2
CC(C)c1cc(-c2nc(-c3cccc(Cl)c3)no2)n[nH]1	-2
Cc1[nH]nc2c1C(c1ccc(-c3cc(Cl)ccc3Cl)o1)C(C#N)C(=N)O2 (configuration not stated)	9
CNC(=S)NNC(=O)c1cn(C)nc1C	-6
Cc1c(Cl)cccc1NC(=O)Cn1c(=O)n(Cc2nc(-c3ccccc3)no2)c(=O)c2cc3c(cc21)OCO3	-3
Cc1cccc(NC(=O)N2CCN(c3ncccn3)CC2)c1	6
O=C(Nc1nc2c(F)cc(F)cc2s1)c1ccc2c(c1)OCCO2	-6
CCN(CC)CCCNC(=O)c1cn(CC)c2ccc(S(=O)(=O)N3CCC(C)CC3)cc2c1=O	5
COc1ccccc1CNC(=O)C1CCCN(S(=O)(=O)c2ccc3c(c2)oc(=O)n3C)C1 (configuration not stated)	4
Cc1cc(C)c(C#N)c(SCC(=O)Nc2ccccc2C#N)n1	-2
COc1cc(-c2[nH]nc3c2C(c2ccccc2OC(=O)N2CCOCC2)C(C#N)C(=N)O3)cc(OC)c1OC (configuration not stated)	-6
CCOC(=O)C(C(=O)OCC)C(Nc1ccc2ccccc2c1)c1ccc(F)cc1 (configuration not stated)	-2
NC(N)=NNC(=S)Nc1ccc(Cl)cc1	-8
OCc1cc(Br)c(OCc2ccccc2)c(Br)c1	3
O=C(Cc1ccccc1)Nc1cc(C(F)(F)F)ccc1OCC(F)(F)F	-7
CC(C)N(C(=O)c1ccc2c(c1)OCCO2)C(C)C	-1
COc1c(Br)cc2c(c1O)c(C(=O)O)c(CN(C(C)=O)C(C)C)n2C	-2
COc1cccc(-c2nn3c(-c4ccc(C(F)(F)F)cc4)nnc3s2)c1OC	3
O=C1OC2(CCCC2)OC(=O)C1=Cc1cccs1	4
Cc1cc(NC(=O)Nc2nnc(N(C)Cc3ccccc3)s2)ccc1Br	4
Clc1ccc(CSc2nnc(SCc3ccc(Cl)cc3)c3[nH]cnc23)cc1	4
